Assay outcomes as filed in PubChem BioAssay.
GRIN3A LBD mod = modulators (binders) of human NR3A ligand-binding domain. NR3A LBD differential scanning fluorimetry, Tm shift; 0% = protein alone, 100% = glycine-bound protein. Tm shift relative to glycine control, % at 25 µM. actives 2.5% (n = 340,000);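 active means melting temperature shift of at least 10% of the positive control shift, at one fixed dose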
MPTP block = permeability transition pore inhibition; isolated mouse mitochondria, Ca2+ swelling absorbance, 30 min; inhibition, % at 10 µM; actives 1.4% (n = 360,000);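 active means inhibition of 50% or more, scaled per plate between neutral and stimulator controls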;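 further: 0% = DMSO wells given calcium and 100% = 1 mM EGTA wells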
ATG4B inh = blocks human ATG4B protease cleavage of LC3 substrate. ATG4B cleavage of LC3-PLA2, NBD-HPC fluorescence, 1 h. AID 504462. actives 0.51% (n = 340,000). inhibition, % at 8.33 µM; in the data active means inhibition above about 40%
Target sequence (Q9Y4P1 whole entry, looked up): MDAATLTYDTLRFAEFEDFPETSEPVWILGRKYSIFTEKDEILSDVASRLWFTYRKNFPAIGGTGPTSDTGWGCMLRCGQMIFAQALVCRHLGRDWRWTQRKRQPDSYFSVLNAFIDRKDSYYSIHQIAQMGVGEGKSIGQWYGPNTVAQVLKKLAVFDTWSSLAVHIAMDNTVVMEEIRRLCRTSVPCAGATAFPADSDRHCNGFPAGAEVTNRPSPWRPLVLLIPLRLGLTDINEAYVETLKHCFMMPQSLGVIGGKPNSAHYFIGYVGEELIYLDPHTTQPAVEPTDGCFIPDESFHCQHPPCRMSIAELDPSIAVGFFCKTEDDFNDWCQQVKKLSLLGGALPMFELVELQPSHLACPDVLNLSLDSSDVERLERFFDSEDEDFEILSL
SENP8 inh = SENP8 (human) protease inhibition | recombinant SENP8, Nedd8 substrate fluorescence | AID 602440 | actives 0.64% (n = 360,000) | inhibition, % at 20 µM; in the data active means inhibition mostly above about 40%, no sharp cut-off; inactive means mostly below about 27%
Target sequence (Q96LD8 whole entry, looked up): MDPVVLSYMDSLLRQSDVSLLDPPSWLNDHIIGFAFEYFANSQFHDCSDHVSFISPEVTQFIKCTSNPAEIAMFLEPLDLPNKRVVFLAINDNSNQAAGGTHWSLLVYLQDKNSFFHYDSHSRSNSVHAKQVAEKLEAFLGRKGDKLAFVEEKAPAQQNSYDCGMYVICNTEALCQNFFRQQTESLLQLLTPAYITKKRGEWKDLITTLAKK
SENP1 FRET inh = blocks the human SENP1 SUMO protease catalytic domain; Q9P0U3; recombinant SENP1 catalytic domain, CyPet-SUMO1-YPet FRET cleavage; inhibition, % at 10 µM; actives 0.21% (n = 360,000); AID 624204;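 active means inhibition at least 30% at 10 µM, raw YFP signal under a set limit, fluorescence ratio 0.5 to 1.5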;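 further: 0% = enzyme with DMSO and 100% = no enzyme wells; some results filed as inactive read as strong as hits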
Target sequence (Q9P0U3 419-644 limits assumed): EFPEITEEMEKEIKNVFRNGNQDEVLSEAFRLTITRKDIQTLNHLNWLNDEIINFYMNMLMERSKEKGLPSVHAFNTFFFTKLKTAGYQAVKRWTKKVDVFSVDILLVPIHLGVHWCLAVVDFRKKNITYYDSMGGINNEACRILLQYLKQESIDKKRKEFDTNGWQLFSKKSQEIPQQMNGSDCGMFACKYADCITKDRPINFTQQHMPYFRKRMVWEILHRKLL
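System: Recombinant human SENP1 catalytic domain, His6-tagged | Incubation: Enzyme reaction for 50 min at room temperature, dark | Medium: Tris pH 8 with BME, BSA, NP40 and catalase | Also added: 25 nM SUMO1 FRET substrate | Compound: 10 µM single point, 0.5% DMSO | Measured by: FRET fluorescence in CFP and YFP emission channels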
PfG6PD inh = PfG6PD (Plasmodium falciparum) enzyme inhibition | inhibition, % at 20 µM | actives 0.78% (n = 350,000) | PfGluPho enzyme, NADPH resazurin-diaphorase fluorescence;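 active means inhibition reaching at least a set limit at 20 µM in the primary screen, cut at about 59% in these data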;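 further: 0% = DMSO wells with substrate and 100% = DMSO wells lacking glucose-6-phosphate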
hIAP activ = increases human intestinal alkaline phosphatase activity. P09923. purified human IAP, CDP-Star luminescence, 30 min; active compounds read high; 1 = vehicle-only enzyme, 0 = enzyme-free background. activation factor at 10 µM. actives 0.16% (n = 330,000);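 active means activation factor of the enzyme at least 2-fold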; further: the source names both 10 and 20 µM as test concentration; values of inactives mirror those of a sister screen read the other way
SENP6 block = SENP6 protease inhibition; Q9GZR1; Recombinant SENP6 catalytic domain, aminoluciferin luminescence; inhibition, % at 10 µM; actives 1.8% (n = 330,000);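 active means inhibition above about 50% at the single tested dose, limit read from the data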;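 further: plate controls were DMSO wells with enzyme for no effect and DMSO wells lacking enzyme for full effect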
* = called active by the depositor; . = not tested or not shown.

[1] CS(=O)(=O)c1ccc(-c2cccc(NC(=O)COc3ccccc3)c2)nn1
[2] O=C(c1ccco1)N1CCN(C(=O)c2cn(-c3ccccc3)nc2-c2ccccc2)CC1
[3] CCCCn1c(N)c(N(CCOC)C(=O)c2ccc(-n3c(C)ccc3C)cc2)c(=O)[nH]c1=O
[4] CCOC(=O)c1c(NC(C)=O)sc2c(O)cccc12
[5] CNC(=S)N/N=C/c1cn(CCOc2ccccc2OC)c2ccccc12
[6] NC(CSC(c1ccccc1)(c1ccccc1)c1ccccc1)C(=O)O (stereo not drawn)
[7] COc1ccc(N2CCN(CCCNC(=O)Nc3ccccc3)CC2)cc1
[8] CCOc1ccc2nc(NC(=O)C(CC)Sc3nc(C)cc(=O)[nH]3)sc2c1 (stereo not drawn)
assay / entry,1,2,3,4,5,6,7,8
GRIN3A LBD mod,-2,2,1,2,-2,-2,-3,-26
MPTP block,-1.4,-1.2,-1.4,8.0,3.5,-1.3,0.3,-1.9
ATG4B inh,2,-49,-5,-3,-18,0,-6,8
SENP8 inh,5,2,-60,-6,10,4,17,12
SENP1 FRET inh,1,1,-40,-1,1,-4,2,0
PfG6PD inh,-19,10,11,2,21,13,0,10
hIAP activ,0.87,0.92,1.2,1,1,.,1.1,1.1
SENP6 block,13,-13,-3,-8,-12,.,-13,17

[9] COc1cc(C2NC(=O)NC(C)=C2C(=O)OCC2CCCCC2)ccc1O (stereo not drawn)
[10] C[C@H](CO)N1C[C@H](C)[C@@H](CN(C)C(=O)Nc2ccc(C(F)(F)F)cc2)Oc2c(NC(=O)c3ccncc3)cccc2C1=O
[11] O=[N+]([O-])c1cnccc1Nc1ccccc1
[12] COc1ccc(S(=O)(=O)N(C)C)cc1NC(=O)CCNC(=O)c1ccco1
[13] CCSc1n[nH]c2nc3c(c(=O)n12)C1(CCCC1)Cc1ccccc1-3
[14] Cc1ccc(C)n1-c1nn(S(=O)(=O)c2cccc(C(F)(F)F)c2)c2cccc(F)c12
[15] COc1ccccc1-c1noc(CCCC(=O)NC2CCCC2)n1
[16] Cc1ccc(C(=O)NNC(=O)c2csc(N3CCOCC3)n2)s1
assay / entry,9,10,11,12,13,14,15,16
GRIN3A LBD mod,0,0,1,0,-4,0,1,-1
MPTP block,-0.1,-0.2,-0.1,0.0,-3.0,1.3,1.5,-0.5
ATG4B inh,-7,-12,-3,0,0,-3,-13,2
SENP8 inh,4,-1,19,15,-412,18,9,-3
SENP1 FRET inh,4,-2,5,0,10,2,1,5
PfG6PD inh,5,38,7,9,0,31,1,9
hIAP activ,0.96,0.96,0.93,0.96,1.2,0.86,1,1.6
SENP6 block,13,-2,-4,-2,1,-17,-15,-13

[17] Cc1cc(-c2n[nH]c(=S)n2/N=C/C(Cl)=C/c2ccccc2)n[nH]1
[18] CCCOc1ccc(Cl)cc1CNc1ccccc1
[19] COc1ccc(N2C(=O)CC(SC(C)C)C2=O)cc1 (stereo not drawn)
[20] CCN(CC)C(=O)/C(=C/c1ccc(F)cc1)NC(C)=O
[21] NS(=O)(=O)c1cccc(NC(=O)COC(=O)/C(=C/c2cccs2)c2cccs2)c1
[22] O=C(CCc1ccccc1)Nc1ccc(F)cc1F
[23] C[C@@]12C(=O)N(c3cccc(Cl)c3)C(=O)N1[C@@H]1c3ccccc3OC[C@@H]1[C@H]2c1ccccc1
[24] Cc1ccc(C)c(N(CC(N)=O)S(C)(=O)=O)c1
assay / entry,17,18,19,20,21,22,23,24
GRIN3A LBD mod,-4,-34,-2,0,-2,-1,2,2
MPTP block,2.1,1.5,-1.4,-1.1,-1.5,0.4,0.2,-3.7
ATG4B inh,-7,4,0,-4,-14,0,8,-5
SENP8 inh,13,-1,27,6,10,18,7,6
SENP1 FRET inh,0,-2,3,1,-4,0,-1,1
PfG6PD inh,14,12,-15,-11,12,5,7,6
hIAP activ,1.4,0.97,0.97,0.85,0.96,0.84,0.94,0.98
SENP6 block,-8,-12,-1,1,-13,-2,-3,-10

[25] CCCc1cc(=O)[nH]c(SCC(=O)Nc2ccc(N3CCCCC3)cc2)n1
[26] CCOC(=O)N1CCN(C(=O)CS(=O)Cc2nc(-c3cccc(C)c3)oc2C)CC1 (stereo not drawn)
[27] CC(NC(=O)c1ccccc1)c1nnc(SCC(=O)Nc2nnc(C3CC3)s2)n1C (stereo not drawn)
[28] COc1ccc(S(=O)(=O)NCc2cccnc2)c2ccccc12
[29] CSc1ccccc1C(=O)N1CCc2ccccc2C1
[30] Cn1cc(S(=O)(=O)N2CCOCC2)cc1C(=O)Nc1ccc(Cl)cc1
[31] CCOc1ccccc1NC(=O)c1nc(-c2ccccc2)oc1C
[32] CCCOC(=O)c1ccc(Oc2cn[nH]c2-c2ccc(O)cc2O)cc1
assay / entry,25,26,27,28,29,30,31,32
GRIN3A LBD mod,-2,-1,.,-2,-2,7,3,34*
MPTP block,0.1,-1.7,-1.5,-1.8,-1.3,-1.0,3.1,44
ATG4B inh,-5,-2,-1,1,8,-5,-7,10
SENP8 inh,6,-1,11,3,16,10,5,6
SENP1 FRET inh,2,3,2,-1,3,0,-7,1
PfG6PD inh,-5,-4,5,-16,22,-9,11,-36
hIAP activ,1.1,1,1,1.1,0.99,1.2,0.91,1.5
SENP6 block,-20,-10,-8,-16,-13,-13,-2,9

[33] Cn1c(SCC(=O)N/N=C/c2ccc([N+](=O)[O-])s2)nnc1-c1ccccc1
[34] O=C(CSc1nc2ccccc2[nH]1)N1CCN(C(=O)c2ccco2)CC1
[35] Cc1cc(C)cc(CSc2nnc(C)c(=O)[nH]2)c1
[36] c1ccc(C2=Nn3c(nnc3-c3ccco3)SC2)cc1
[37] COc1cc(/C=N/S(=O)(=O)c2ccccc2)cc(OC)c1O
[38] O=C1c2cccc3c2C2(O)c4c1cccc4C(=O)c1cccc(c12)C3=O
[39] O=C(O)c1ncn(Cc2ccccc2)c1C(=O)O
[40] CC(C)N1C(=O)C2C(C(=O)NC3CCCCC3)C3C=CC2(O3)C1C(=O)NC1CCCC1 (stereo not drawn)
assay / entry,33,34,35,36,37,38,39,40
GRIN3A LBD mod,-1,0,-1,-2,2,.,-2,0
MPTP block,1.2,-0.3,0.1,0.8,0.6,2.3,0.4,-0.5
ATG4B inh,-14,-2,-5,-6,-5,.,-2,1
SENP8 inh,35,16,25,18,5,6,8,11
SENP1 FRET inh,4,2,2,0,2,3,1,1
PfG6PD inh,41,32,-3,-2,24,-4,-5,-14
hIAP activ,0.78,0.98,0.85,1,0.79,.,1.3,0.99
SENP6 block,45,-12,4,-8,-2,.,-22,-8

5 records picked at random from those above, as already listed:
[20] CCN(CC)C(=O)/C(=C/c1ccc(F)cc1)NC(C)=O
[29] CSc1ccccc1C(=O)N1CCc2ccccc2C1
[39] O=C(O)c1ncn(Cc2ccccc2)c1C(=O)O
[33] Cn1c(SCC(=O)N/N=C/c2ccc([N+](=O)[O-])s2)nnc1-c1ccccc1
[13] CCSc1n[nH]c2nc3c(c(=O)n12)C1(CCCC1)Cc1ccccc1-3
assay / entry,20,29,39,33,13
GRIN3A LBD mod,0,-2,-2,-1,-4
MPTP block,-1.1,-1.3,0.4,1.2,-3.0
ATG4B inh,-4,8,-2,-14,0
SENP8 inh,6,16,8,35,-412
SENP1 FRET inh,1,3,1,4,10
PfG6PD inh,-11,22,-5,41,0
hIAP activ,0.85,0.99,1.3,0.78,1.2
SENP6 block,1,-13,-22,45,1

The list continues.
[41] COc1ccc(Nc2c3c(nc4ccccc24)CCCC3)cc1OC
[42] Cc1ccc(NC(=O)CN2C(=O)N/C(=C/c3ccccc3OCc3cccc(C(=O)O)c3)C2=O)cc1
[43] CCN(CC)S(=O)(=O)c1cc(NC(=O)C(CC(C)C)NC(N)=O)ccc1C (stereo not drawn)
[44] COc1cccc(C(=O)NCC(=O)OCc2ccc(F)cc2Cl)c1
[45] O=C(COC(=O)Cc1cccs1)Nc1ccc(F)c(F)c1F
[46] COC(=O)/C(C#N)=C/c1c(N2CCN(Cc3ccc4c(c3)OCO4)CC2)nc2c(C)cccn2c1=O
[47] O=C(CCn1c2c(c3ccccc31)CCCC2)NNC(=O)c1ccccc1C(=O)O
[48] COc1ccc(CN(CC(=O)NC2CCCCC2)C(=O)CCC(=O)Nc2nccs2)cc1
assay / entry,41,42,43,44,45,46,47,48
GRIN3A LBD mod,-6,1,0,0,0,-1,0,-2
MPTP block,4.9,0.8,-1.0,0.9,0.0,2.0,1.4,-3.2
ATG4B inh,-9,-1,-22,2,3,-3,-2,-11
SENP8 inh,11,-236,20,15,25,7,3,2
SENP1 FRET inh,1,0,-1,2,4,-1,-2,0
PfG6PD inh,7,-34,-10,-12,8,-2,-29,-8
hIAP activ,0.99,0.98,0.88,1.1,1.1,0.92,1.3,1.2
SENP6 block,12,9,2,0,-31,-29,0,-18

[49] CC1CN(S(=O)(=O)c2cccc(C(F)(F)F)c2)CN1C(=O)N1CCOCC1 (stereo not drawn)
[50] CCOc1ccc(N(CC(=O)N2CCOCC2)S(=O)(=O)c2ccc(SC)cc2)cc1
[51] O=C(Cn1nc(Cl)nc1Cl)c1cc2ccccc2oc1=O
[52] CCc1ccc(CN(C)C(=O)CC2C(=O)NCCN2Cc2ccoc2)cc1 (stereo not drawn)
[53] Cc1ccc(S(=O)(=O)Nc2ccc(S(=O)(=O)NCC3CCCO3)cc2)cc1 (stereo not drawn)
[54] CCN(C[C@H]1N[C@@](CC)(C(=O)OC)[C@H]2C(=O)N(Cc3ccccc3)C(=O)[C@@H]12)C(=O)C1CCCCC1
[55] O=c1c2c3c(sc2ncn1/N=C/c1cccnc1)CCCC3
[56] COc1ccc(-c2noc(CCCC(=O)O)n2)cc1
[57] COCCCN1C(=O)CC(C(=O)OC)=C1C
assay / entry,49,50,51,52,53,54,55,56,57
GRIN3A LBD mod,-2,2,2,0,1,0,1,0,0
MPTP block,-1.1,0.1,-0.3,1.6,0.5,0.1,0.2,-0.6,-0.4
ATG4B inh,-5,-2,4,-3,-9,-5,-4,5,-4
SENP8 inh,11,-2,-119,0,2,11,-5,12,14
SENP1 FRET inh,-6,1,-66,-5,4,3,-2,2,3
PfG6PD inh,18,-14,-3,7,-18,4,-2,0,-4
hIAP activ,1,1,0.85,0.97,1.1,0.9,0.9,0.97,1
SENP6 block,-20,-28,15,9,-26,8,-19,14,3
